# KDM4E inh: qHTS Assay for Inhibitors of Human Jumonji Domain Containing 2E (JMJD2E); Potency, µM (titrated, usually from 57.1 µM), without a hit: at the top dose activity change, negative = inhibition, most hits filed as inhibitors; AID 2147, 2009; hit rate 1.6% among 230,000; Lysine-specific demethylase 4E (Homo sapiens), B2RXH2; JMJD2E catalytic domain, FDH-coupled NADH fluorescence (FDH is formaldehyde dehydrogenase); active = well fitted inhibition curve with a large enough effect, not every such curve was filed as active; inconclusive = small, poorly fitted or top-dose-only effect, or another doubt; inactive = no such curve, though single readings can be large or run the other way;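 also: 0% = wells with enzyme and -100% = buffer wells without enzyme; nearly all actives have a fitted effect of over 50% in size; many of its hits are not listed in these tables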
# TRb SRC2 PPI: qHTS for Inhibitors of the Interaction of Thyroid Hormone Receptor and Steroid Receptor Coregulator 2; Thyroid hormone receptor beta (Homo sapiens), P10828; AID 1469, 2008; Potency, µM (highest dose often 106 µM), without a hit: at the highest dose activity change, negative = inhibition, hits mostly inhibitors; TRbeta-SRC2 peptide binding, fluorescence polarization; receptor liganded with 1 µM T3; hit rate 0.065% among 280,000;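 also: plate controls were bound peptide for no effect and peptide without receptor for full effect; nearly all actives have a fitted effect of over 50% in size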
# Target sequence (P10828 whole entry, looked up): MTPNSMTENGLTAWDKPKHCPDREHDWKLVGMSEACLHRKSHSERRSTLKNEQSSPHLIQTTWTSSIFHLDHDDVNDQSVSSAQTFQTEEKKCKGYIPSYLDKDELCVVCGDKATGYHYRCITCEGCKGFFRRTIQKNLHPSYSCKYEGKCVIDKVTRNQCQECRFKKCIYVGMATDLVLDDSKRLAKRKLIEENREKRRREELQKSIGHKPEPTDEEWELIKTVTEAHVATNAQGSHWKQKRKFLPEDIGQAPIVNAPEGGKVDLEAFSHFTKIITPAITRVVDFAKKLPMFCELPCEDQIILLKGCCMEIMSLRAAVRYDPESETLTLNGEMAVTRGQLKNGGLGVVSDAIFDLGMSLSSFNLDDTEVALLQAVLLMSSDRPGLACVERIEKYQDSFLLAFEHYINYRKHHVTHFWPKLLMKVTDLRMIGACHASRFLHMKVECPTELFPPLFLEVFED
#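 Read-out is fluorescence polarization (555 nm excitation, 632 nm emission) of a Texas Red SRC2 coactivator peptide; loss of signal reflects blocked binding to human TRb ligand-binding domain in the presence of 1 uM T3.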
# Tau FP inhib: qHTS for Inhibitors of Tau Fibril Formation, Fluorescence Polarization | Microtubule-associated protein tau (Homo sapiens), P10636 | K18 P301L tau heparin fibrillization, Alexa594 FP, 6 h | Potency, µM (doses to about 57.7 µM), inactives show top-dose activity, negative = inhibition, most hits filed as inhibitors | hit rate 0.39% among 280,000 | AID 1468, 2008; also: nearly all actives have a fitted effect of over 55% in size
#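 Quantitative HTS format: compounds meet 15 uM recombinant K18 P301L tau and Alexa 594-tau tracer in 100 mM sodium acetate pH 7; 20 uM heparin triggers fibrillization at 37 C over 6 hr; FP gives the signal.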
# TexasRed fluor: Total Fluorescence Counterscreen for Inhibitors of the Interaction of Thyroid Hormone Receptor and Steroid Receptor Coregulator 2 | hit rate 0.29% among 280,000 | Potency, µM (top dose mostly 106 µM), for inactives: at the highest dose fluorescence change, negative = quenching | TRb/SRC2 Texas Red total fluorescence interference; active = well fitted curve in either direction with a large enough effect; inconclusive = small, poorly fitted or top-dose-only effect
#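 Human TRb ligand-binding domain at 0.6 uM with 20 nM Texas Red SRC2 peptide in Tris buffer containing 1 uM T3 and 5% DMSO, incubated with compound 5 h at ambient temperature. Total fluorescence (555/632 nm) calculated as parallel + 2 × perpendicular.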
# RECQ1 helicase: qHTS Assay for Inhibitors of RecQ-Like Dna Helicase 1 (RECQ1) | RECQ1 DNA unwinding, red fluorescence kinetic read | hit rate 0.54% among 240,000 | ATP-dependent DNA helicase Q1 (Homo sapiens), P46063 | Potency, µM (highest dose often 57.3 µM), inactives show at the highest dose activity, negative = inhibition, usual class: inhibitors;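 also: plate controls were vehicle for no effect and no enzyme for full effect; nearly all actives have a fitted effect of over 30% in size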
# Target sequence (P46063 whole entry, looked up): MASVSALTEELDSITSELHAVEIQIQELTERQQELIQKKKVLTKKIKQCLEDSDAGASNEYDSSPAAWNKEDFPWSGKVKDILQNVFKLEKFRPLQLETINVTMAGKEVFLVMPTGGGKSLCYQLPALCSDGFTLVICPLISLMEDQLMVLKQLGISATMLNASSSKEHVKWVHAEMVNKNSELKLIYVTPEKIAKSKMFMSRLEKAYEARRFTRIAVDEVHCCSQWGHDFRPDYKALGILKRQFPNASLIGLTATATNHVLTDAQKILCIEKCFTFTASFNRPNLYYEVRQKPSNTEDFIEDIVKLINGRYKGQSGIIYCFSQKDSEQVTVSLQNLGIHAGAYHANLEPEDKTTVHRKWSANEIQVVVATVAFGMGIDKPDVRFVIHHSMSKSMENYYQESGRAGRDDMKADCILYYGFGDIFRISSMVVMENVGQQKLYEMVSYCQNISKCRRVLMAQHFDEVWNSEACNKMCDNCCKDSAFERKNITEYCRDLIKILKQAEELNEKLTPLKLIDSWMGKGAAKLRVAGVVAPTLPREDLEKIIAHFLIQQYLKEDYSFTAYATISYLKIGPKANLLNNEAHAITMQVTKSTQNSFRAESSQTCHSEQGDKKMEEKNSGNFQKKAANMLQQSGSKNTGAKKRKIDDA
#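 50 nM RECQ1T1 preincubated 15 min with compound in Tris pH 8.0 buffer with MgCl2, DTT, Tween-20 and 2.5 ug/ml poly(dI-dC); started with 200 nM TAMRA/BHQ-2 forked duplex and 2 mM ATP. Unwinding read as fluorescence (525/598 nm), two reads 2 h apart.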
# L3MBTL1 block: qHTS Assay for the Inhibitors of L3MBTL1 | Lethal(3)malignant brain tumor-like protein 1 (Homo sapiens), Q9Y468 | AlphaScreen L3MBTL1–H3K9me1 peptide binding | Potency, µM (titrated, usually from 57.1 µM), without a hit: at the top dose activity, negative = inhibition, usual class: inhibitors | hit rate 0.66% among 230,000 | AID 485360, 2010; also: nearly all actives have a fitted effect of over 60% in size
#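 L3MBTL1 (50 nM) pre-complexed 30 min with biotinylated H3(1-15)K9me1 peptide (75 nM), then compounds added for 30 min at room temperature; AlphaScreen streptavidin donor/nickel chelate acceptor beads (10 ug/mL final) read after 30 min dark incubation.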
# Tau ThT inhib: qHTS for Inhibitors of Tau Fibril Formation, Thioflavin T Binding; Microtubule-associated protein tau (Homo sapiens), P10636; recombinant tau K18 P301L (four-repeat tau fragment), heparin-induced fibrillization, ThT fluorescence; Potency, µM (doses to about 57.4 µM), inactives show at the top dose activity, negative = inhibition, actives largely listed as inhibitors; hit rate 2.1% among 270,000; AID 1460, 2008; also: nearly all actives have a fitted effect of over 55% in size
#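 Recombinant human tau K18 fragment […] carrying P301L, 15 uM unlabeled plus 0.24 uM Alexa 594-labeled, was fibrillized with 20 uM heparin in 100 mM sodium acetate pH 7 for 6 hr at 37 C; 30 uM ThT fluorescence read after 1 hr.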
# RGS12 GoLoco inh: qHTS Assay for Inhibitors of RGS12 GoLoco Motif Activity (Red Fluorophore) | Gai1:RGS12 GoLoco peptide FP, rhodamine, 10 min | Guanine nucleotide-binding protein G(i) subunit alpha-1 (Homo sapiens), P63096 | Potency, µM (titrated, usually from 61.6 µM), inactives show at the top dose activity, negative = inhibition, hits mostly inhibitors | AID 880, 2007 | hit rate 0.44% among 230,000; active = well fitted inhibition curve with a large enough effect, not every such curve was filed as active; inactive = no such curve, though single readings can be large or run the other way; also: nearly all actives have a fitted effect of over 30% in size; many of its hits are not listed in these tables
# Numbers without * were called inactive; i = inactive; ? = inconclusive; / = not tested or not shown; [ ] = remark or other dose. Unless noted, calls follow the shape of the dose curve; as a rule, active = well fitted curve in the direction sought with a large enough effect; inconclusive = small, poorly fitted or top-dose-only effect, or another doubt; inactive = no such curve, though single readings can be large; an effect the other way counts as inactive or inconclusive. Unless noted, % is scaled to controls: 0 for no effect and ±100 for the full control effect; potency is read from the fitted curve at half-maximal effect. These rows are one share of the data; count on the stated rates, not on these rows.
item	smiles	KDM4E inh	TRb SRC2 PPI	Tau FP inhib	TexasRed fluor
1	COc1ccc(CC(=O)OCc2nnc(-c3ccccc3)o2)cc1	12%	-2%	7%	-1%
2	Cc1ccc(CNC(=O)C2CCCN2C(=O)NCc2ccccc2)cc1 (stereo unspecified)	-8%	-14%	-2%	1%
3	COc1ccc(C(=O)C(CCCCC(CN(C)C)C(=O)c2ccc(OC)cc2)CN(C)C)cc1 (stereo unspecified)	3%	-21%	-8%	-2%
4	Clc1ccccc1-c1nnc(-c2cccs2)o1	?	-5%	4%	-1%
5	CCOc1cc(C)c(S(=O)(=O)NC2CC(C)(C)NC(C)(C)C2)cc1C	5%	1%	7%	0%
6	CCCS(=O)(=O)N1CCN(C(=O)COc2ccccc2)CC1	4%	0%	-4%	0%
7	O=C(NCc1ccco1)C(c1ccco1)N(CCc1ccccc1)C(=O)Cn1nnc2ccccc21 (stereo unspecified)	4%	0%	6%	-3%
8	CC(=O)Nc1ccc(S(=O)(=O)NCc2ccc(C(=O)NC(C)c3ccccc3)cc2)cc1 (stereo unspecified)	-2%	0%	2%	2%
9	Cc1nn(-c2ccccc2)c(Cl)c1CN(C(=O)CCl)c1cccc2ccccc12	3%	-1%	11%	6%
10	COc1ccc(Cl)cc1-c1n[nH]c(=S)o1	?	-5%	6%	-1%

item	RECQ1 helicase	L3MBTL1 block	Tau ThT inhib	RGS12 GoLoco inh
1	-7%	/	-6%	1%
2	5%	9%	-4%	3%
3	-1%	0%	-12%	2%
4	-5%	38%[activator]	-9%	3%
5	-10%	/	-2%	2%
6	-8%	/	3%	-7%
7	-1%	-9%	-1%	/
8	-15%	/	8%	8%
9	-10%	4%	-17%	-6%
10	-11%	3%	-9%	-8%

# An excerpt from above in order of count of non-hydrogen atoms, smallest number first.
item	smiles	KDM4E inh	TRb SRC2 PPI	Tau FP inhib	TexasRed fluor
9	Cc1nn(-c2ccccc2)c(Cl)c1CN(C(=O)CCl)c1cccc2ccccc12	3%	-1%	11%	6%
3	COc1ccc(C(=O)C(CCCCC(CN(C)C)C(=O)c2ccc(OC)cc2)CN(C)C)cc1 (stereo unspecified)	3%	-21%	-8%	-2%
7	O=C(NCc1ccco1)C(c1ccco1)N(CCc1ccccc1)C(=O)Cn1nnc2ccccc21 (stereo unspecified)	4%	0%	6%	-3%

item	RECQ1 helicase	L3MBTL1 block	Tau ThT inhib	RGS12 GoLoco inh
9	-10%	4%	-17%	-6%
3	-1%	0%	-12%	2%
7	-1%	-9%	-1%	/

# Other results.
item	smiles	KDM4E inh	TRb SRC2 PPI	Tau FP inhib	TexasRed fluor
11	COC(=O)c1cc2sc(Cl)cc2n1Cc1nc(-c2ccc(OC)cc2)oc1C	/	-3%	0%	3%
12	O=C(O)CCC(=O)NNC(=O)c1cccc(Br)c1	8%	-3%	5%	-4%
13	Cc1cc(C)nc(NC(N)=NC(C)c2ccccc2)n1 (stereo unspecified)	-6%	1%	-3%	-1%
14	CCOc1ccc(NC(=O)Cn2nnc(-c3ccccc3NC(=O)CC)n2)cc1	-1%	1%	0%	1%
15	COCCNC(=O)C(=O)N/N=C(\C)CC(=O)Nc1cccnc1	76%[activator]	-1%	-1%	-1%
16	COC(=O)c1sccc1Oc1ccc(Cl)cc1N1C(=O)CCC1=O	5%	-5%	0%	-2%
17	COc1ccc(-n2ncc3c(SCC(=O)N4CCN(c5ccccc5OC)CC4)ncnc32)cc1	-1%	-12%	1%	-3%
18	Cc1cc(C(=O)N2CCCC(CCC(=O)N3CCN(c4ccccn4)CC3)C2)c(C)o1 (stereo unspecified)	?	2%	-11%	-2%
19	CCN(CC)CCCNC(CC(=O)Nc1cccc([N+](=O)[O-])c1)C(=O)O (stereo unspecified)	19%	1%	6%	-5%
20	COc1ccc(CCC(=O)NCCc2nc3ccccc3[nH]2)cc1	5%	-1%	2%	-5%

item	RECQ1 helicase	L3MBTL1 block	Tau ThT inhib	RGS12 GoLoco inh
11	/	/	-9%	/
12	-2%	-5%	-8%	4%
13	-9%	6%	-6%	-2%
14	-7%	0%	-2%	5%
15	i	10%	-16%	-8%
16	15%	/	/	3%
17	-1%	-3%	-16%	8%
18	-2%	5%	-10%	2%
19	i	0%	-5%	10%
20	-6%	-12%	-5%	5%

# Continued:
item	smiles	KDM4E inh	TRb SRC2 PPI	Tau FP inhib	TexasRed fluor
21	O=C(COc1ccc(Cl)cc1)Nc1ccc(O)c(-c2nc3ccccc3s2)c1	/	2%	?	-6%
22	Cc1cccc(NC(=O)CSc2nnc(CNC(=O)c3ccc(S(=O)(=O)N(C)C)cc3)n2-c2cccc(C)c2)c1	-2%	7%[53 µM]	-4%	-1%[53 µM]
23	CCOC(=O)C1=C(CC)Nc2ccccc2N/C1=N\S(=O)(=O)c1ccc2ccccc2c1	-23%	0%	9%	0%
24	CC12CCC(C/C1=N/NC(=O)COc1ccccc1Cl)C2(C)C (stereo unspecified)	0%	-4%	8%	2%
25	CCOc1c(O)ccc(C2NC(=O)N(C)C(C)=C2C(=O)OC)c1[N+](=O)[O-] (stereo unspecified)	-12%	-2%	2%	-3%
26	CC(C)N(Cc1nc(-c2ccc3c(c2)OCO3)no1)Cc1nccn1C	-5%	-10%	2%	2%
27	Cc1cc(C)n(-c2c(F)c(F)c(CO)c(F)c2F)n1	4%	-3%	-3%	2%
28	CC(C)N(Cc1nc(-c2ccccc2)no1)C(=O)CSc1ccccc1	-5%	1%	13%	-1%
29	Cc1cc(C)c(NC(=O)CN2C(=O)CCn3nc(-c4cccn4C)cc32)c(C)c1	/	2%	3%	-21%
30	Cc1[nH]c2ccccc2c1C(=O)COC(=O)c1c(-c2c(F)cccc2Cl)noc1C	-7%	0%	14µM*	-3%

item	RECQ1 helicase	L3MBTL1 block	Tau ThT inhib	RGS12 GoLoco inh
21	/	/	?	/
22	-1%	5%	7%	9%
23	i	7%	0%	-5%
24	-1%	/	-4%	5%
25	16%	0%[11.4 µM]	-14%	4%
26	i	-7%	0%	29%
27	i	/	2%	2%
28	-14%	12%	-7%	0%
29	/	/	-9%	/
30	-27%	-1%	9%	-2%

# Other structures:
item	smiles	KDM4E inh	TRb SRC2 PPI	Tau FP inhib	TexasRed fluor
31	CCOC(=O)Nc1n[nH]c(NC(=O)OCC)c1[N+](=O)[O-]	0%	3%	2%	-2%
32	COc1ccccc1N1C(=O)C2C(C(=O)c3ccccc3)=NN(c3ccccc3)C2C1=O (stereo unspecified)	-12%	0%	5%	-1%
33	COC(=O)c1cnn(-c2cc(Oc3ccccc3)ncn2)c1N	9%	5%	-8%	0%
34	CCOc1ccc(-c2cc(CCCC(=O)NCCc3ccc(Cl)cc3)no2)cc1	/	-3%	-10%	-1%
35	COc1ccc(OCCC(=O)Nc2cc(C)on2)cc1	-3%	-7%	1%	3%
36	COc1cccc(-n2nc(-c3ccnn3-c3ccc(C)cc3)c(=O)n(C)c2=O)c1	-5%	-16%	1%	1%
37	O=S(=O)(c1cccc(-c2cn3cccnc3n2)c1)N1CCCCCC1	?	8%	6%	2%
38	COC(=O)c1ccc(CSc2nc3c(cnn3-c3ccc(C)c(C)c3)c(=O)[nH]2)o1	8%	-3%	-12%	-3%
39	O=C(CC1Sc2ccc(C(F)(F)F)cc2NC1=O)Nc1ccc(Cl)c(C(F)(F)F)c1 (stereo unspecified)	/	9%	11µM*	-2%
40	COc1ccc2[nH]cc(CCNc3ncncc3-c3ccccc3CN(C)C)c2c1	-1%	2%	-3%	-2%

item	RECQ1 helicase	L3MBTL1 block	Tau ThT inhib	RGS12 GoLoco inh
31	-3%	4%	-12%	0%
32	-16%	/	/	8%
33	11%	-4%	-2%	/
34	/	/	?	/
35	-3%	9%	-9%	-3%
36	-8%	/	-5%	11%
37	-7%	-6%	-5%	32%[activator]
38	0%	-3%	-15%	4%
39	/	/	-5%	/
40	-13%	/	?	4%

# Carrying on:
item	smiles	KDM4E inh	TRb SRC2 PPI	Tau FP inhib	TexasRed fluor
41	Cc1ccc(C(=O)NS(=O)(=O)c2ccc(C)cc2)cc1	11%	-6%	3%	-2%
42	COc1ccc(-c2coc3c(CN4CCCCC4)c(O)c(CN4CCCCC4)c(O)c3c2=O)cc1	?	9%	9%	-5%
43	CC(C)[C@H](NC(=O)c1ccccc1)C(=O)OCC(=O)NCCC1=CCCCC1	2%	1%	8%	-1%
44	Cc1cccc(C)c1NC(=O)CS(=O)(=O)c1nc(-c2ccc(Cl)cc2)cn1-c1ccccc1	/	-5%	-10%	-1%
45	CCN1CCN(CC(=O)c2ccc(OC)cc2)CC1	?	3%	3%	-3%
46	COc1cccc(CNC(=O)Cn2c(=O)oc3cc(S(=O)(=O)N4CCC(C)CC4)ccc32)c1	/	1%	-7%	-2%
47	COc1ccccc1Oc1c(C)oc2c(CN3CCN(C)CC3)c(O)ccc2c1=O	?	-4%	7%	-1%

item	RECQ1 helicase	L3MBTL1 block	Tau ThT inhib	RGS12 GoLoco inh
41	-1%	9%	-7%	4%
42	-12%	-1%	?	17%
43	-6%	3%	-4%	3%
44	/	/	-3%	/
45	-3%	16%	-10%	-5%
46	/	/	2%	/
47	8%	-3%	-10%	6%

# Assay outcomes as filed in PubChem.
